S1P1 ag-PAM: agonists and agonism potentiators of human S1P1 receptor | P21453 | activation, % at 9.5 µM | AID 449 | S1P1 CRE-bla cells, forskolin, beta-lactamase FRET, potentiator mode; S1P1 agonist co-added at EC20, 2 nM; 100% = saturating reference agonist, 0% = basal | 0.57% of 56,000 active;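 active = activation above a cutoff set at the mean activation of all tested compounds plus 3 SD, cut at about 54% in these data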;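 also: forskolin at 4 µM as EC80 and the EC20 agonist is SEW2871; 100% = SEW2871 at its EC100 plus forskolin at EC80; some compounds past the cut are filed as inactive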
Target sequence (P21453 whole entry, looked up): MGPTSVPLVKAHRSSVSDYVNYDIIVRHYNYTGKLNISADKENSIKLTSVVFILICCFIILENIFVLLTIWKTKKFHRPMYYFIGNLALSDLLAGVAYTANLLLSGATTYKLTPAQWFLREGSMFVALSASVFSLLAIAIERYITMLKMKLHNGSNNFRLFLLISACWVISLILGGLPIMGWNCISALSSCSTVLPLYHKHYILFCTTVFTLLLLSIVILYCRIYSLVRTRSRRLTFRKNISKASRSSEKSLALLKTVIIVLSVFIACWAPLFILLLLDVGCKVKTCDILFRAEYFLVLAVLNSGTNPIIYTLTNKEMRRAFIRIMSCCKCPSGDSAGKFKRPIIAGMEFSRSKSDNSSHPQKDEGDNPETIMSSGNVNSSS
S1P3 ag: agonists of human S1P3 receptor; Q99500; S1P3 NFAT-BLA reporter cells, agonism, FRET ratio; relative to 1 µM S1P, basal subtracted; activation, % at 4.5 µM; 0.1% of 60,000 active; AID 373;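 active = activation above the screen-wide mean plus 3 SD, cut at about 4.5% in these data, passing the limit was not always enough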; also: some compounds called inactive have numbers as strong as hits
Target sequence (Q99500 whole entry, looked up): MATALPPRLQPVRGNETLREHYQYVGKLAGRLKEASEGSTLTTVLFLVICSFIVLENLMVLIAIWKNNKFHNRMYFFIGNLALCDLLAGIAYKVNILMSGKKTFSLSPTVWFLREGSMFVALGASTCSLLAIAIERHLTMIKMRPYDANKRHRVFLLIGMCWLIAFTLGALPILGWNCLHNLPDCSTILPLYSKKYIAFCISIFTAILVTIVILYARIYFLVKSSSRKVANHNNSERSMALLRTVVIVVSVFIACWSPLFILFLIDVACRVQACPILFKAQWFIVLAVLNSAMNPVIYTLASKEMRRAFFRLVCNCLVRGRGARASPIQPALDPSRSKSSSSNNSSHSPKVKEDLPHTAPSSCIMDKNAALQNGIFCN
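Measure – % activation relative to 1 µM S1P (100%), per plate · System – stable CHO line with human S1P3, Gα16, NFAT-BLA reporter · Timing – cells plated overnight, compound 4 h 37 °C, substrate 2 h RT · Technique – fluorescent BLA substrate, ex 405 nm, em 460/535 nm ratio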
A340 absorber: compounds absorbing at 340 nm; compound absorbance at 340 nm, fold over control; 65,000 tested, under 10 active; fold change at 10 µM;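 active = at 10 µM dose, initial 340 nm absorbance at least 2 fold that of control wells; inactive = change under 2 fold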;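 also: initial absorbance extrapolated from kinetic A340 decline of NADH oxidation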
HTR1E antagonist: blocks the human 5-HT1E serotonin receptor; CHO 5-HT1E Ga15 NFAT-bla reporter, FRET, antagonist; P28566; inhibition, % at 6 µM; 0.99% of 65,000 active; AID 571;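 active = inhibition above a set limit, the mean inhibition across every tested compound plus 3 SD, cut at about 29% in these data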;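 also: signal is the 460 over 535 nm emission ratio of beta-lactamase substrate; 0% = agonist plus DMSO wells and 100% = wells without agonist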
5-HT1A blocker: 5-HT1a (human) receptor antagonism | P08908 | CHO 5-HT1a Ga15 NFAT-bla reporter, antagonist mode | 0.68% of 62,000 active | inhibition, % at 10 µM;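 active = inhibition above the mean of all tested compounds plus 3 SD, cut at about 43% in these data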;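 also: receptor stimulated by 5-CT agonist at 100 nM near EC80; beta-lactamase reporter measured by ratiometric fluorescence of a cleavable substrate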
Autofluor 339: intrinsic fluorescence of library compounds, ex339/em460 – biochemical, MLSMR library, data from DPM-DC assay, artefact control, profiling panel; fluorescence fold increase at 10 µM; 5.5% of 65,000 active; compound autofluorescence, ex339/em460 nm, NADH buffer; active compounds read high; 1 = no-compound wells, NADH background;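 active = at 10 µM, mean starting fluorescence two-fold or more over control wells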;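 also: signal is the first read of a kinetic run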
HTR1E agonist: agonists of human 5-HT1E serotonin receptor; P28566; CHO 5-HT1E Ga15 NFAT-bla reporter, FRET; 0% DMSO wells, 100% control agonist wells; activation, % at 6 µM; 0.69% of 65,000 active; AID 574;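 active = activation above a set limit, the screen-wide mean activation plus 3 SD, cut at about 8.5% in these data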;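 also: 100% = positive control agonist at 1 µM giving full maximal response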
Her2 expr inh: inhibitors of human Her2 kinase expression; SKBR-3 HER2 protein level, AlphaScreen, 18-24 h; active compounds read low; P04626; 0.69% of 65,000 active; AID 645; HER2 level % of control, % at 10 µM;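 active = HER2 level under 5% of the carrier-only control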;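 also: 100% = DMSO carrier and 0% = 500 nM PU-H71 HSP90 inhibitor; lower value means stronger loss of Her2 protein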
MMP13 inh: MMP13 (human) collagenase inhibition; MMP-13 fTHP FRET cleavage, Mca fluorescence; inhibition, % at 4 µM; P45452; 0.07% of 65,000 active;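 active = inhibition above the mean of compound-free control plate wells plus 3 SD, cut at about 14% in these data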;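 also: 0% = DMSO wells and 100% = wells with reference MMP-13 inhibitor after basal subtraction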
* marks the source's active call; other numbers are inactive results; nt = no result given; [ ] = remark or other dose.

SMILES | S1P1 ag-PAM | S1P3 ag | A340 absorber | HTR1E antagonist | 5-HT1A blocker | Autofluor 339 | HTR1E agonist | Her2 expr inh | MMP13 inh
CCOC(=O)C1CCN(C(=O)Cc2c(F)cccc2Cl)CC1 | -5 | -0.9 | 1 | -9 | 0 | 1.1 | -0.7 | 86 | 0
COC(=O)CS(=O)(=O)c1nnc([C@H](Cc2ccccc2)NC(=O)OC(C)(C)C)o1 | 56* | -1.4 | 0.99 | 29* | 33 | 1 | -0.3 | -17* | -4
N#Cc1nc(Cc2cccc3ccccc23)oc1NCCN1CCCCC1 | 19 | -0.8 | 1 | 5 | 4 | 1.1 | -0.5 | 123 | -9
Cc1ccc(-c2cc(C(=O)NCCCn3ccnc3)c3cc(Br)ccc3n2)o1 | -3 | 0.4 | 1.1 | -3 | 3 | 2.9* | 0.4 | 70 | 0
Cc1cc(-c2nnc3sc(C4CCCCC4)nn23)n[nH]1 | -1 | 0.1 | 1 | 11 | -15 | 1.1 | -1.5 | 173 | 4
CCCCN(C)Cc1c(C)[nH]c2ccc(OCC)cc2c1=O | -27 | 0.4 | 1.1 | -4 | -15 | 2.1* | -0.3 | 121 | -36
O=C(c1ccc2c(c1)OCCO2)C1CCN(S(=O)(=O)c2ccccc2F)CC1 | 2 | -0.1 | 0.99 | 1 | -2 | 1 | -0.1 | 90 | 2
Cc1cc(C)cc(OCc2ccc(C(=O)O)o2)c1 | 2 | 0.7 | 1 | -10 | -7 | 1.1 | 0.4 | 45 | 4
CCN(CC)CC(=O)Nc1c(C)cc(C(C)(C)C)cc1C | 6 | -0.8 | 1 | 12 | 19 | 1.1 | -1.8 | 191 | -2
COc1cccc(-c2nn(C)c3sc(C(=O)NCc4ccco4)cc23)c1 | -41 | -0.3 | 1 | 19 | 10 | 3* | -0.3 | 86 | -59
O=C(Nc1nc2c(s1)CCCC2)c1ccc(Br)s1 | 15 | -0.9 | 1.1 | 7 | 32 | 1.2 | -1.9 | 92 | 2
COc1ccc(OC)c(-c2cc(C(=O)Nc3c(C)nn(Cc4ccccc4)c3C)no2)c1 | -4 | 0.3 | 1 | 18 | -1 | 1.4 | 0.1 | 81 | -5
COc1ccc(C(O)c2nc3ccccc3n2C)cc1OC (configuration not stated) | 18 | -1.6 | 1 | -6 | 3 | 1.1 | 0.8 | 155 | -4
O=c1c[n+]([O-])c2ccccc2n1OCc1c(F)cccc1F | -8 | -1.8 | 1.1 | -9 | -1 | 1.3 | -1.0 | 68 | -1
CCc1ccc(-c2nc(CN3CCCC(C(=O)O)C3)c(C)o2)cc1 (configuration not stated) | -14 | -0.6 | 1.1 | -8 | -1 | 1.1 | 0.5 | 103 | -9
Cc1noc(C)c1CSc1nnc2n(-c3ccccc3)c(=O)c3ccccc3n12 | -3 | 0.5 | 1.1 | -2 | -12 | 1 | 0.2 | 101 | -10
CCCCn1nnnc1SCC(=O)N1CCN(C(=O)c2ccco2)CC1 | 9 | 0.4 | 1 | -1 | -10 | 1 | -1.1 | 100 | 6
CC(=O)CC1(O)C(=O)N(CN2CCN(c3ccccc3)CC2)c2ccccc21 (configuration not stated) | 14 | -1.4 | 1 | 19 | 12 | 1.1 | 15* | nt | 4
CN(c1ccccc1)C(c1ccc(F)cc1)c1nnnn1CC1CCCO1 (configuration not stated) | 6 | 0.6 | 1 | 0 | 4 | 1.1 | 0.3 | 89 | -2
O=C(NC1CCCCCC1)C1c2ccccc2C(=O)N1Cc1ccco1 (configuration not stated) | -21 | 9.6 | 1 | -9 | 24 | 1.1 | -1.8 | 99 | 0
Cn1c(=O)c2c(nc(NCCO)n2C)n(C)c1=O | -14 | -0.6 | 1.1 | -4 | -4 | 1.1 | -0.5 | 54 | -2
COc1nc(Nc2ccc(-c3nc4ccccc4o3)cc2)nc(N2CCOCC2)n1 | -2 | -0.1 | 1.1 | 0 | 0 | 3.7* | -0.3 | 29 | -125[fluorescence artefact?]
Cn1c(=O)c(=O)n(C)c2cc(S(=O)(=O)N3CCc4ccccc43)ccc21 | 18 | -1.4 | 1.1 | 18 | 15 | 1.1 | 0.2 | 78 | 1
Cc1ccc(/C=N/c2sc3c(c2C#N)CCCCC3)o1 | -14 | -0.2 | 0.98 | -5 | -3 | 1.2 | -0.9 | 93 | -3
CCC1Oc2ccccc2N(CC(=O)NCCCN2CCOCC2)C1=O (configuration not stated) | -36 | 0.1 | 1 | -2 | 4 | 1.1 | 0.8 | 90 | -8

Reformatted: entries from further up
structure	S1P1 ag-PAM	S1P3 ag	A340 absorber	HTR1E antagonist	5-HT1A blocker	Autofluor 339	HTR1E agonist	Her2 expr inh	MMP13 inh
CN(c1ccccc1)C(c1ccc(F)cc1)c1nnnn1CC1CCCO1 (configuration not stated)	6	0.6	1	0	4	1.1	0.3	89	-2
CCOC(=O)C1CCN(C(=O)Cc2c(F)cccc2Cl)CC1	-5	-0.9	1	-9	0	1.1	-0.7	86	0
Cc1noc(C)c1CSc1nnc2n(-c3ccccc3)c(=O)c3ccccc3n12	-3	0.5	1.1	-2	-12	1	0.2	101	-10

Compound profiles, from the list above. Order of values: S1P1 ag-PAM | S1P3 ag | A340 absorber | HTR1E antagonist | 5-HT1A blocker | Autofluor 339 | HTR1E agonist | Her2 expr inh | MMP13 inh
Shown for CCC1Oc2ccccc2N(CC(=O)NCCCN2CCOCC2)C1=O (configuration not stated) → -36 | 0.1 | 1 | -2 | 4 | 1.1 | 0.8 | 90 | -8
Shown for O=C(NC1CCCCCC1)C1c2ccccc2C(=O)N1Cc1ccco1 (configuration not stated) → -21 | 9.6 | 1 | -9 | 24 | 1.1 | -1.8 | 99 | 0
Shown for Cc1cc(C)cc(OCc2ccc(C(=O)O)o2)c1 → 2 | 0.7 | 1 | -10 | -7 | 1.1 | 0.4 | 45 | 4

Next part
SMILES | S1P1 ag-PAM | S1P3 ag | A340 absorber | HTR1E antagonist | 5-HT1A blocker | Autofluor 339 | HTR1E agonist | Her2 expr inh | MMP13 inh
O=C(O)CSCCCC(=O)Nc1ccc(Br)cc1 | 7 | 0.4 | 0.99 | -12 | -6 | 0.92 | 0.5 | 97 | -5
COC(=O)Cc1cc(=O)n(-c2nc3ccccc3[nH]2)[nH]1 | nt | -0.5 | 1.1 | -9 | -6 | 1.1 | 1.0 | 81 | 57*
c1ccc(-c2noc(C34CC5CC(CC(C5)C3)C4)n2)nc1 | nt | -0.5 | 1 | -7 | 0 | 1 | 1.0 | 108 | -4
O=C(COC(=O)c1cccnc1Nc1cccc(C(F)(F)F)c1)NCCN1C(=O)CSC1=O | -3 | 0.0 | 1 | -9 | 1 | 1.1 | -0.1 | 51 | 0
COc1ccc(N2CCCn3c2nc2c3c(=O)n(Cc3ccccc3F)c(=O)n2C)cc1 | nt | nt | 1.1 | 5 | -6 | 1.1 | 0.4 | 95 | 2
COc1ccc(-c2csc(N3CCOCC3)n2)cc1OC | -9 | -0.9 | 0.98 | 1 | -21 | 1.1 | 1.3 | 101 | -1
CC(=O)Nc1nc(CCC(C)C)cc2c1c(=O)oc1ccccc12 | 0 | -0.5 | 1.1 | -2 | -5 | 1.8 | -0.4 | 59 | 1
COc1ccc(Cn2c(-c3ccco3)nc3oc4ccccc4c(=O)c3c2=O)cc1 | -22 | -0.6 | 1 | -5 | -11 | 1.3 | 0.4 | 74 | 2
Cc1onc(-c2ccccc2)c1C(=O)n1cccn1 | nt | -1.2 | 1 | 5 | 4 | 1 | 0.1 | 111 | 6
COc1cc(Nc2cc(C)nc3ncnn23)cc(OC)c1OC | -20 | -0.1 | 1 | 4 | -7 | 1.1 | 0.5 | 65 | -9
CC12C=CC3(CN(Cc4ccccc4)C(=O)C3C1C(=O)NCc1ccco1)O2 (configuration not stated) | nt | nt | 0.98 | -15 | 1 | 1 | -0.2 | 125 | 0
COc1ccc2c(c1OC)C(=O)N(c1cccc(C)c1)C2=O | -2 | -1.3 | 1.1 | 9 | 2 | 1.1 | -0.3 | 64 | 0
Cc1cn(C(=O)c2cccc(Br)c2)c(C)n1 | -14 | -2.1 | 1 | 15 | -5 | 1.1 | -1.4 | 109 | 7
Cc1cccn2c(=O)c3cc(C(N)=S)c(=N)n(CCCOC(C)C)c3nc12 | -13 | -4.4 | 1 | 7 | nt | 2* | -0.2 | 100 | -177[fluorescence artefact?]
CCCS(=O)(=O)N1CCN(C(=O)COc2ccc(-c3ccccc3)cc2)CC1 | -18 | -0.9 | 1 | 2 | -9 | 1.1 | 0.0 | 113 | 4
COc1ccc(-c2nn3c(C4CCCCC4)nnc3s2)cc1OC | -48 | -0.6 | 1.1 | 21 | nt | 1.3 | -0.3 | 133 | -11
Cn1c(=O)c2c(nc(Br)n2CCSc2nc3ccccc3o2)n(C)c1=O | -4 | -4.4 | 1 | -6 | nt | 1 | 0.0 | 58 | 0
COc1cccc(C2/C(=C(/O)c3ccccc3)C(=O)C(=O)N2CCCC(=O)O)c1 (configuration not stated) | -16 | 0.5 | 1.1 | -5 | -5 | 1.1 | 0.1 | 88 | 4
O=C(CC1C(=O)NCCN1C(=O)Nc1ccccc1)Nc1cccc(C(F)(F)F)c1 (configuration not stated) | -15 | -0.7 | 1 | -11 | -5 | 1.1 | -0.3 | 61 | -2
CC(=O)CC(C)=NCCN=C(C)CC(C)=O | 0 | -0.8 | 1 | 7 | -2 | 0.99 | 3.8 | 78 | 0
Cc1cc2c(c(=O)o1)C1(C(=O)N(CC(=O)O)c3ccccc31)C(C#N)=C(N)O2 (configuration not stated) | -16 | -1.4 | 1 | 7 | 16 | 1.1 | 0.4 | 88 | -4
COc1cc(-c2nnc(CSc3nc4ccccc4s3)o2)cc(OC)c1OC | -41 | -0.2 | 1 | 12 | 13 | 1.1 | 0.3 | 87 | 1
Cn1nnc2c(N3CCCCC3)nccc21 | -15 | 0.4 | 1.1 | 5 | -8 | 1.4 | -0.7 | 128 | -8
Cc1ccc(S(=O)(=O)c2nc(S(C)(=O)=O)sc2N(C)C)cc1 | -6 | -0.7 | 1.1 | -2 | 9 | 1.1 | -0.4 | 87 | 6
C=CCn1c(-c2ccco2)n[nH]c1=S | -6 | 0.0 | 1 | -5 | -8 | 1.1 | -0.2 | 89 | -6
COc1ccc(CN2CCC(CNC(=O)NC3CCCCC3)CC2)cc1 | 1 | 0.3 | 0.98 | 1 | -2 | 1 | 0.1 | 106 | -1
CC(C)c1nc(SCC(=O)N2CCCC2)c2ccccc2n1 | 8 | -0.5 | 1 | 1 | 0 | 1 | 0.2 | 90 | 2
CCN(CC)S(=O)(=O)c1ccc2c(c1)nc(SCn1nnc3ccccc3c1=O)n2CC | nt | nt | 1 | 1 | -8 | 1.1 | -1.3 | nt | 1

Printed as active in MMP13 inh, of those listed so far:
SMILES | S1P1 ag-PAM | S1P3 ag | A340 absorber | HTR1E antagonist | 5-HT1A blocker | Autofluor 339 | HTR1E agonist | Her2 expr inh | MMP13 inh
COC(=O)Cc1cc(=O)n(-c2nc3ccccc3[nH]2)[nH]1 | nt | -0.5 | 1.1 | -9 | -6 | 1.1 | 1.0 | 81 | 57*

Compound activity as filed in PubChem.
